Calpain2 inh – calpain II (pig) inhibition | purified calpain II, fluorogenic peptide substrate, 30 min | inhibition, % at 16 µM | 0.37% of 220,000 active | AID 1236;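 active means inhibition above about 50%, limit read from the data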
Furin inhibitor – inhibitors of human furin | inhibition, % at 30 µM | P09958 | 0.061% of 220,000 active | purified furin, fluorogenic substrate cleavage | AID 463115; in the data active means inhibition above about 25%; further: inactives centre near -15
PERK inh – inhibitors of human PERK kinase; CHO PERK-DD fusion, SEAP luminescence translation reporter; inhibition, % at 5.6 µM; 0.17% of 220,000 active;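 active means inhibition above the mean inhibition of all tested compounds plus 3 SD, set separately per screening campaign, cut at about 2.9% in these data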;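 further: PERK kinase domain activated by AP20187 dimerizer at 100 nM; 0% = DMSO with dimerizer and 100% = rapamycin at 8.4 µM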
Cl transport mod – modulators of human KCC2 chloride dependent transport; B-score of Tl+ flux slope (higher = more flux/activation; lower = inhibition) at 10 µM; 2.2% of 190,000 active; AID 1456; Q9H2X9; KCC2 cells, thallium flux FluoZin-2 fluorescence;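 active means thallium flux slope and its plate-corrected score both differing from the plate sample mean at a set confidence after two filtering rounds, in either direction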;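 further: slope of fluorescence scaled to starting intensity during 10 to 20 s after thallium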
Rad51 HR inh – Rad51 (human) homologous recombination inhibition; Q06609; hRad51 DNA strand exchange, fluorescence dequenching; 0.085% of 200,000 active; inhibition, % at 10 µM;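 active means inhibition above 40% at the single screening dose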;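 further: 0% = DMSO control wells and 100% = blanks with heterologous ssDNA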
Target sequence (Q06609 whole entry, looked up): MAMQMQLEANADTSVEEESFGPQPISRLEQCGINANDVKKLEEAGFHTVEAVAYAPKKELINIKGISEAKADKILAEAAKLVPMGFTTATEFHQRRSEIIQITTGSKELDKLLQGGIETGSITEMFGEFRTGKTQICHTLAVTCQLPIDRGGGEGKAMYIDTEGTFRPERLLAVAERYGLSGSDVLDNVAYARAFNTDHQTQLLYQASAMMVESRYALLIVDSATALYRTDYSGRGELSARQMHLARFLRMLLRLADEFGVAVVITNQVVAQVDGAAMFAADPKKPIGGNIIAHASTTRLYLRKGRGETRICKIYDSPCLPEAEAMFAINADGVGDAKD
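Material: human Rad51–ssDNA filaments; Probe or stimulus: labelled 47-mer dsDNA for strand exchange; Doses: single 10 µM dose; Incubation: 37 °C 15-min filament assembly, 30-min compound preincubation, 15-min exchange; Technique: FRET fluorescence dequenching, excitation 485 nm, emission 520 nm; Measure: Fluorescence-based percent inhibition, control- and blank-normalised; Benchmarks: plate control and blank wells.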
FXIIa inh – inhibitors of human coagulation factor XIIa; purified FXIIa, Boc-QGR-AMC fluorogenic substrate, 2 h; 0.3% of 220,000 active; inhibition, % at 5 µM; AID 800; in the data active means inhibition above about 40%;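 further: 0% = enzyme with no compound and 100% = blank without enzyme; many of its hits are not listed in these tables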
FXIa inh – blocks human coagulation factor XIa protease activity. P03951. purified FXIa, Boc-Glu-Ala-Arg-AMC fluorogenic substrate. inhibition, % at 5 µM. 0.14% of 220,000 active;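 active means inhibition of at least 40%; inactive means inhibition below 40%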;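 further: fluorescence of freed AMC excited at 355 nm; 0% = enzyme without compound and 100% = no enzyme blank; many of its hits are not listed in these tables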
Target sequence (P03951 19-387 limits assumed): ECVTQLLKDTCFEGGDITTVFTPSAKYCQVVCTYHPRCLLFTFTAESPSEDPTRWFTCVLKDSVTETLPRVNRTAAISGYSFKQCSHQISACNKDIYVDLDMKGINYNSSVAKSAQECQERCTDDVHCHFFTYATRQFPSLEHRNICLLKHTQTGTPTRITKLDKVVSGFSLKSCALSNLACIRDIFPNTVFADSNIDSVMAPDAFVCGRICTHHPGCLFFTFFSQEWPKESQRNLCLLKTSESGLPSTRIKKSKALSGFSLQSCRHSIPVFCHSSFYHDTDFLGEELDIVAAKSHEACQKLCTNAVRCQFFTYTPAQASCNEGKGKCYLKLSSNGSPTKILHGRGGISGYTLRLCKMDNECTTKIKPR
Target sequence (P03951 388-625 limits assumed): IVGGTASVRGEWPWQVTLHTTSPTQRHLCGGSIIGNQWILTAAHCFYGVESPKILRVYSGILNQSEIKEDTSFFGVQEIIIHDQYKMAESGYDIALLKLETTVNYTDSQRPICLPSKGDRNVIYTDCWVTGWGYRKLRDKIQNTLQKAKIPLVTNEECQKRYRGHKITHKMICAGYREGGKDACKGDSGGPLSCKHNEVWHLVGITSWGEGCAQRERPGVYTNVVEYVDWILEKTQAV
hK5 inh – kallikrein 5 (human) inhibition; Q9Y337; recombinant hK5, fluorogenic AMC substrate cleavage; inhibition, % at 5 µM; 0.59% of 210,000 active; AID 873;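 active means inhibition of 40% or more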;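 further: 0% = enzyme controls without compound and 100% = no-enzyme blanks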
Thrombin inh – thrombin (human) inhibition; alpha-thrombin, Boc-VPR-AMC fluorogenic substrate cleavage; AID 1046; inhibition, % at 5 µM; 0.26% of 220,000 active; P00734;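 active means inhibition at or above 40%; inactive means inhibition below 40%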;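 further: 0% = enzyme with no compound and 100% = wells without enzyme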
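Test system: human alpha-thrombin protein / Dosing: one concentration per compound, 5 µM, with 0.2% DMSO / Medium: pH 7.5 Tris-saline with Tween 20 / Benchmarks: no-compound enzyme wells and no-enzyme blanks / Read-out basis: percent inhibition of thrombin substrate cleavage / Timing: reaction at room temperature / Measured by: fluorescence, ex 355 nm, em 460 nm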
Starred values were filed as active, the others as inactive; / = not tested or not shown; [ ] = remark or other dose. Not all compounds are listed; count on the stated rates, not on these rows.

SMILES	Calpain2 inh	Furin inhibitor	PERK inh	Cl transport mod	Rad51 HR inh	FXIIa inh	FXIa inh	hK5 inh	Thrombin inh
CCOC1(c2ccccc2)OC(=O)c2ccccc21 (stereo unspecified)	-12.5	-12.4	0.8	-1.9	/	8.3	3.6	-13.3	2.6
CCc1ccc(NC(=O)C(C)OC(=O)c2cccc(S(=O)(=O)N3CCc4ccccc4C3)c2)cc1 (stereo unspecified)	-17.6	-12.1	0.2	-0.226	8.4	-1.3	-3.9	-4.4	-17.1
Cc1cc(=O)oc2cc(OCC(=O)OCC(=O)NC3CC3)ccc12	-92.8	-8.4	0.1	0.305	-0.2	-2.1	-7.3	-5.3	-11.6
O=C(NCCCN1CCOCC1)c1cc(-c2ccc3c(c2)OCO3)nc2ccccc12	8.7	-15.3	-0.3	/	4.2	3.5	7.4	0.6	-0.8
CCOC(=O)c1cc(NCc2cccs2)ccc1N1CCOCC1	-18.9	-15.2	-0.2	-0.11	7.2	8.9	-5.8	0.7	-2.5
Nc1nnc(CSCc2ccc(F)cc2)s1	-30.4	-17.1	0.2	0.0799	-2.6	4.7	4.0	-20.6	-2.4
CCOc1ccccc1NC(=O)CSc1nnc(CNC(=O)COc2ccc(Cl)cc2)o1	30.2	-12.2	0.6	/	-4.5	-18.4	-8.8	-13.5	-3.8
CC(C)C(NC(=S)Nc1ccccc1)C(=O)O (stereo unspecified)	-13.2	-13.7	-0.1	0.772	-2.8	10.6	1.1	-10.8	-6.7
COc1ccccc1-n1cn[nH]c1=S	-5.7	-21.5	1.1	0.0347	26.3	17.0	3.0	1.4	4.5
CCCc1cc(=O)[nH]c(SCC(=O)N2CCN(c3ccc(F)cc3)CC2)n1	15.9	-19.5[20 µM]	0.9	-0.232	-6.7	-14.8	-10.8	-1.0	3.9
COc1ncccc1-c1nnn(-c2ccccc2)n1	7.6	-26.2	1.5	-0.706	5.4	7.5	2.3	2.6	0.7
CCOC(=O)CN(c1cccc(C(C)=O)c1)S(C)(=O)=O	17.6	-3.3[20 µM]	0.0	/	/	20.3	-5.0	44.0*	6.2
OCCN1CCN(Cc2cc(Br)cc(Br)c2O)CC1	-13.0	-17.9	-0.4	-0.614	-1.1	23.9	8.0	0.6	3.6
Cc1ccccc1Nc1scc(-c2ccc(Cl)cc2)[n+]1-c1ccccc1C	50.5*	0.0	-0.2	-0.411	12.7	2.3	-2.6	-2.7	-14.7
Cc1ccc2nc(Cl)c3cc(C(=O)NCCCN4CCCC4)sc3c2c1	-28.3	-20.7	-0.9	0.641	9.5	13.7	-6.3	-6.2	6.2
COc1cc(S(=O)(=O)NCCN2CCOCC2)ccc1-n1cnnn1	4.3	-24.0	0.5	0.231	1.2	7.1	5.6	-1.5	-5.2
CCCCc1c(O)nc(SCC(=O)c2ccccc2)n(-c2ccccc2OC)c1=O	-21.8	-29.5	-0.8	-3.27	9.6	0.7	-2.5	-4.7	-5.8
O=C1CSC(c2cn(-c3ccccc3)nc2-c2cc3ccccc3oc2=O)N1Cc1ccco1 (stereo unspecified)	-4.9	-42.7	-1.4	/	/	7.8	22.0	153.2*	-3.8
CS(=O)(=O)N1CCC(C(=O)NCCc2ccccc2)CC1	-18.3	-6.6[20 µM]	-0.1	-0.26	15.3	13.7	1.2	1.8	1.3
COc1ccc(N/C=C/C(=O)c2ccc(Cl)cc2)cc1	-23.3	-12.7	-0.1	-0.0357	-20.2	8.0	6.0	-4.8	-1.9
Cc1ccc(NC(=O)c2cc(C)n(-c3cccc(C)c3)c2C)cc1	23.3	-1.5	0.5	-0.242	7.4	0.4	0.5	-8.3	-8.1
COCCNC(=O)CN(Cc1ccc(Cl)cc1)S(C)(=O)=O	-44.0	-13.6[20 µM]	1.0	0.55	0.9	7.1	-5.6	-18.4	-11.4
CCCCNC(=O)C(=O)N/N=C/c1ccc(C(=O)OC)cc1	-26.8	-14.7	0.8	0.0668	-2.6	9.7	-0.8	-0.3	-8.2
Cn1c(SCc2ccc3c(c2)OCO3)nnc1-c1ccccc1	17.1	-30.0[20 µM]	-0.3	-0.0755	2.2	18.4	1.0	-12.8	1.7
O=C(COC(=O)/C=C/c1ccccc1Cl)NCc1ccccc1	-4.0	-5.5	-0.3	0.188	/	6.2	-0.9	-10.2	-6.3
CCOC(=O)C1CCN(c2c([N+](=O)[O-])c(C(Cl)Cl)nn2-c2ccccc2)CC1	47.3	1.3[20 µM]	-0.8	0.685	2.2	-3.9	-6.2	5.4	-5.2
Cc1cc(C)c(C(=O)CSc2nnc(C)c(=O)[nH]2)cc1C	12.2	7.8	-0.1	0.565	5.6	11.8	6.7	7.8	1.8
O=P(O)(O)CCP(=O)(c1ccccc1)c1ccccc1	13.7	-11.3	0.6	-0.0489	3.2	3.3	-12.5	20.5	-5.2
Cn1c(C(=O)NCC2CCCO2)cc2c(=O)n(C)c3ccccc3c21 (stereo unspecified)	-21.6	-7.0	-0.7	-2.05	4.3	11.4	1.8	-2.4	-0.5
COC(=O)C1C2C=CC3(CN(c4cccc(C)c4)C(=O)C13)O2 (stereo unspecified)	-39.9	-28.3	-0.6	0.902	/	8.2	-5.8	-10.2	-2.7
O=C(NCCc1csc(-c2cccnc2)n1)c1ccccc1	8.4	-30.5	0.1	/	5.2	-3.9	-12.4	-22.2	-9.5
C=CCN(C(=O)Cn1nnc2ccccc21)C(C(=O)NCCOC)c1ccc(OC)cc1OC (stereo unspecified)	11.7	-25.3	0.3	-0.149	1.0	30.6	18.8	-1.8	6.0
CCc1ccc(OCC(=O)N(C)C2CCS(=O)(=O)C2)cc1 (stereo unspecified)	-1.2	-16.4	1.6	0.526	-1.7	10.0	1.7	-15.9	-0.4
CCOc1ccc(C2C(C(=O)c3ccco3)=C(O)C(=O)N2Cc2cccnc2)cc1OC (stereo unspecified)	-20.5	-24.3[20 µM]	-0.7	-0.382	-2.3	15.8	5.1	-10.7	-5.1
CCOC(=O)c1ccc(NC(=O)Nc2ccc(OC)c(OC)c2)cc1	-7.7	-7.5[20 µM]	-0.8	-1.12	1.1	6.1	1.2	1.6	-4.3
Cn1c(CCc2ccccc2)n[nH]c1=S	-32.7	-32.3	1.2	/	0.1	12.8	-1.9	4.8	-1.3

Laid out differently: results already given.
Structure | Calpain2 inh | Furin inhibitor | PERK inh | Cl transport mod | Rad51 HR inh | FXIIa inh | FXIa inh | hK5 inh | Thrombin inh
COc1ccccc1-n1cn[nH]c1=S | -5.7 | -21.5 | 1.1 | 0.0347 | 26.3 | 17.0 | 3.0 | 1.4 | 4.5
CCCc1cc(=O)[nH]c(SCC(=O)N2CCN(c3ccc(F)cc3)CC2)n1 | 15.9 | -19.5[20 µM] | 0.9 | -0.232 | -6.7 | -14.8 | -10.8 | -1.0 | 3.9
COc1ncccc1-c1nnn(-c2ccccc2)n1 | 7.6 | -26.2 | 1.5 | -0.706 | 5.4 | 7.5 | 2.3 | 2.6 | 0.7
CCOC(=O)CN(c1cccc(C(C)=O)c1)S(C)(=O)=O | 17.6 | -3.3[20 µM] | 0.0 | / | / | 20.3 | -5.0 | 44.0* | 6.2
OCCN1CCN(Cc2cc(Br)cc(Br)c2O)CC1 | -13.0 | -17.9 | -0.4 | -0.614 | -1.1 | 23.9 | 8.0 | 0.6 | 3.6
Cc1ccccc1Nc1scc(-c2ccc(Cl)cc2)[n+]1-c1ccccc1C | 50.5* | 0.0 | -0.2 | -0.411 | 12.7 | 2.3 | -2.6 | -2.7 | -14.7
Cc1ccc2nc(Cl)c3cc(C(=O)NCCCN4CCCC4)sc3c2c1 | -28.3 | -20.7 | -0.9 | 0.641 | 9.5 | 13.7 | -6.3 | -6.2 | 6.2
COc1cc(S(=O)(=O)NCCN2CCOCC2)ccc1-n1cnnn1 | 4.3 | -24.0 | 0.5 | 0.231 | 1.2 | 7.1 | 5.6 | -1.5 | -5.2
CCCCc1c(O)nc(SCC(=O)c2ccccc2)n(-c2ccccc2OC)c1=O | -21.8 | -29.5 | -0.8 | -3.27 | 9.6 | 0.7 | -2.5 | -4.7 | -5.8
O=C1CSC(c2cn(-c3ccccc3)nc2-c2cc3ccccc3oc2=O)N1Cc1ccco1 (stereo unspecified) | -4.9 | -42.7 | -1.4 | / | / | 7.8 | 22.0 | 153.2* | -3.8
CS(=O)(=O)N1CCC(C(=O)NCCc2ccccc2)CC1 | -18.3 | -6.6[20 µM] | -0.1 | -0.26 | 15.3 | 13.7 | 1.2 | 1.8 | 1.3
COc1ccc(N/C=C/C(=O)c2ccc(Cl)cc2)cc1 | -23.3 | -12.7 | -0.1 | -0.0357 | -20.2 | 8.0 | 6.0 | -4.8 | -1.9
Cc1ccc(NC(=O)c2cc(C)n(-c3cccc(C)c3)c2C)cc1 | 23.3 | -1.5 | 0.5 | -0.242 | 7.4 | 0.4 | 0.5 | -8.3 | -8.1

Next results.
SMILES	Calpain2 inh	Furin inhibitor	PERK inh	Cl transport mod	Rad51 HR inh	FXIIa inh	FXIa inh	hK5 inh	Thrombin inh
CC(=O)N1CCN(C(=O)CCc2nc3sc4c(c3c(=O)[nH]2)CCCC4)CC1	-6.7	-20.4	0.1	0.575	-0.7	2.4	1.2	-25.4	-5.4
NC(=O)COC(=O)CC(c1ccccc1)c1ccccc1	-10.9	-21.4	0.3	-0.124	3.3	4.4	-2.2	1.5	2.7
COc1ccccc1CNC(=O)CCC(=O)Nc1nnc(C)s1	-182.0	-13.0	0.7	/	5.7	34.6	0.8	-8.5	-3.4
CCCCN(CCCC)CCNC(=O)CSCc1ccc(C)cc1	7.5	-12.4	-0.2	-1.63	-18.3	5.9	-4.3	-13.0	-14.9
CCC(=O)Oc1ccc2ccccc2c1CNC(=O)c1ccccc1	-12.8	-6.9	-0.4	-0.0427	4.2	6.0	-1.9	-11.4	-8.6
O=C(Nc1ccccc1N1CCN(C(=O)c2ccccc2)CC1)c1cccc(Cl)c1	9.7	-26.0	-0.3	-0.0551	0.9	6.4	2.8	2.2	-0.2
CN(C)S(=O)(=O)c1ccc(Cl)c(C(=O)OCC(=O)NC(=O)c2cccn2C)c1	-20.3	-18.8	1.4	-0.83	6.2	2.8	7.4	-11.9	-3.4
O=c1cnnc(Nc2ccc(F)cc2)[nH]1	19.9	-22.2	0.2	0.369	10.6	1.9	-4.7	-10.9	-2.3
Cc1cc(C(=O)N/N=C/c2cc(Br)ccc2OC(=O)c2ccc(Br)cc2)n[nH]1	37.2	-12.0	1.0	0.513	19.4	8.6	2.1	-4.4	-1.8
CCN(CC)CCN(Cc1cc2cc3c(cc2[nH]c1=O)OCCO3)C(=O)NC1CCCCC1	-136.8	-13.6	-0.2	-0.117	3.4	10.0	-6.5	-27.0	0.1
O=C(NCc1cccs1)c1ccc([N+](=O)[O-])cc1Cl	17.0	-11.2	0.3	-0.328	-9.7	-4.2	-1.2	4.5	10.9
O=C1c2ccccc2C(=O)N1CCCc1c[nH]c2ccc(Cl)cc12	29.9	-29.5	0.2	0.219	3.3	12.0	2.4	-7.6	-0.6
